# Dengue virus CPE = antivirals protecting cells from dengue CPE – CPE readout, HTS (AID 540333). Dengue virus CPE inhibition in host cells; hits give high values. 10,000 tested, 3.1% active. CPE inhibition, % at 20 µM; in the data active = CPE inhibition mostly above about 9.1%, no sharp cut-off; inactive = mostly below about 7.2%
# * = called active by the depositor; i = inactive. An excerpt (hit frequency here may not be typical).
SMILES,Dengue virus CPE
Cc1ccc(S(=O)(=O)c2nc(-c3ccco3)oc2NCC2CCCO2)cc1 (stereo unspecified),0.2
COc1ccc(Cc2nnc(N/N=C/c3ccc(O)cc3)[nH]c2=O)cc1OC,0.1
CCOc1ccc(N2C(=O)/C(=C/c3cccs3)N(C)C2=S)cc1,11
CN1/C(=C\C(=O)CSc2ncn[nH]2)C(C)(C)c2ccccc21,0.7
Cc1ccc(-c2nnc(-c3ccccc3)c(-c3ccccc3)n2)cc1,3.9
Cc1ccc(OCCOCCN(C)C)c(Cl)c1,0.3
COc1ccc(C2=CC(=O)CC(c3ccc(F)cc3)C2)cn1 (stereo unspecified),i
Cc1ccc(S(=O)(=O)N/N=C/c2cccc([N+](=O)[O-])c2)cc1,i
COc1cc(CC(=O)OCC(=O)Nc2cccc([N+](=O)[O-])c2)cc(OC)c1OC,i
Cc1ccc(-n2ncc3c(SCc4ccccc4)ncnc32)cc1,0.2

# Continued, overlapping the part above by 6 compounds.
SMILES,Dengue virus CPE
Cc1ccc(-c2nnc(-c3ccccc3)c(-c3ccccc3)n2)cc1,3.9
Cc1ccc(OCCOCCN(C)C)c(Cl)c1,0.3
COc1ccc(C2=CC(=O)CC(c3ccc(F)cc3)C2)cn1 (stereo unspecified),i
Cc1ccc(S(=O)(=O)N/N=C/c2cccc([N+](=O)[O-])c2)cc1,i
COc1cc(CC(=O)OCC(=O)Nc2cccc([N+](=O)[O-])c2)cc(OC)c1OC,i
Cc1ccc(-n2ncc3c(SCc4ccccc4)ncnc32)cc1,0.2
CCCc1sc(N2CCCC(C(N)=O)C2)nc1-c1ccccc1 (stereo unspecified),0.0
CC(=O)Nc1ccc(Nc2cc(C)nc3c(-c4ccccc4)c(C)nn23)cc1,i
O=C(O)c1ccccc1C(=O)Nc1ccc(S(=O)(=O)NC2CCCCC2)cc1,0.6
C[C@H](CO)N1C[C@H](C)[C@@H](CN(C)S(=O)(=O)c2ccccc2)Oc2c(NC(=O)Nc3ccc(C(F)(F)F)cc3)cccc2C1=O,i
O=C(N/N=C\c1ccc(O)c([N+](=O)[O-])c1)c1ccccc1-n1cccc1,i
O=C(COC(=O)C12CC3CC(CC(C3)C1)C2)Nc1ccc([N+](=O)[O-])cc1Br,i
O=C(COc1ccccc1)N1N=C(c2cccnc2)CC1(O)C(F)(F)F (stereo unspecified),0.2
CC1Cc2ccccc2N1C(=S)Nc1ccc(S(N)(=O)=O)cc1 (stereo unspecified),0.3
CN(C)C(=O)c1ccc2c(c1[N+](=O)[O-])C(=O)c1ccccc1C2=O,i
Cc1ccc(NC(=O)OCCN2CCN(S(=O)(=O)c3ccc(C)cc3)CCC2=O)cc1,0.6
Cc1cc(C(=O)COC(=O)c2ccc[nH]c2=O)c(C)n1-c1ccccc1,1.6
COC(=O)C(Oc1ccc2c(-c3ccc(OC)cc3)cc(=O)oc2c1)c1ccccc1 (stereo unspecified),0.8
COc1cc(OC)cc(C(=O)N(CCCN2C(=O)c3cccc4cccc(c34)C2=O)c2cccc(OC)c2)c1,i
CCC(=O)Nc1ccc(Cl)c(NC(=S)NC(=O)COc2ccc(Cl)cc2)c1,1.8
Cc1ccc([N+](=O)[O-])cc1NC(=S)NC(=O)c1cccs1,2.7
Cc1ccc(S(=O)(=O)N(CC(=O)Nc2ccccc2-c2ccccc2)c2ccc(C)cc2C)cc1,11
O=C(COC(=O)C1CC2C=CC1C2)NCc1ccccc1Cl (stereo unspecified),0.1
O=c1oc2ccccc2cc1-c1ccc(O)cc1O,0.9
CN(c1cccc(NC(=O)c2ccccc2N(C)S(=O)(=O)c2ccccc2)c1)S(C)(=O)=O,i
CC(C)C[C@H](NC(=O)OC(C)(C)C)C(=O)N[C@@H](CO)[C@H](O)[C@@H]1C[C@@H]1C(=O)N(C)C,1.0
CCOc1cc(NC(=S)NCCCOC)c(OCC)cc1NC(=O)c1cccs1,0.5
CC1CCCCC1NC(=O)c1cc2ccccc2o1 (stereo unspecified),i
CCc1ccc(OCCOCC(O)CN(CCO)CCO)cc1 (stereo unspecified),0.3
CN(C)S(=O)(=O)n1cnc([C@@H]2[C@H]3C(=O)OC[C@@H]3C[C@@]23N=CN(Cc2ccccc2)C3=O)c1,0.2
COCCn1c(C)cc(C(=O)CSc2cc(C)c3ccc(OC)cc3n2)c1C,0.2
Cc1ccc(S(=O)(=O)Nc2ccccc2CNc2ccc(Br)cn2)cc1,3.9
Cn1nccc1CNC(=O)c1c(Cl)cnn1C,0.1
Cc1cccc2cc(/C=N/NC(=O)c3ccccc3O)c(Cl)nc12,0.5
CCN(CC)CCOC(c1ccccc1)c1ccc(C)cc1 (stereo unspecified),1.0
Cc1cc(C)nc(NS(=O)(=O)c2ccc(NC(=O)c3ccc(N4C(=O)CCC4=O)cc3)cc2)n1,1.1

# Five entries from above, tab-delimited:
mol	Dengue virus CPE
CCc1ccc(OCCOCC(O)CN(CCO)CCO)cc1 (stereo unspecified)	0.3
CN(C)S(=O)(=O)n1cnc([C@@H]2[C@H]3C(=O)OC[C@@H]3C[C@@]23N=CN(Cc2ccccc2)C3=O)c1	0.2
COCCn1c(C)cc(C(=O)CSc2cc(C)c3ccc(OC)cc3n2)c1C	0.2
Cc1ccc(S(=O)(=O)Nc2ccccc2CNc2ccc(Br)cn2)cc1	3.9
Cn1nccc1CNC(=O)c1c(Cl)cnn1C	0.1

# Next part:
SMILES,Dengue virus CPE
CCCC(=O)NC(=S)Nc1ccc(C(C)=O)cc1,0.5
COc1ccc(/C=N/Nc2nc3ccccc3[nH]2)cc1OC,5.5
C=CCNC(=O)/C(C#N)=C\c1cc(Cl)c(OCC)c(OC)c1,5.4
Cc1ccc(OCC(=O)Nc2ccccc2-c2ccccc2NC(=O)COc2ccc(C)cc2)cc1,0.7
C=CCOc1c(CNc2ccc(C(=O)O)cc2)cccc1OC,i
COc1cc(/C=N/NC(=O)CNc2n[nH]c(=O)[nH]c2=O)ccc1O,4.9
Cc1ccc(-c2csc3nc(SCC(=O)N(C)C)n(Cc4ccccc4)c(=O)c23)cc1,21*
Cc1ccc(OCCSCc2nnc(NC(=O)Nc3cccc(Cl)c3)s2)cc1,5.8
O=C(Cc1ccccc1[N+](=O)[O-])N1CCN(c2ccccc2F)CC1,0.0
Cc1ccc(C(c2nnnn2C2CCCC2)N2CCc3ccccc32)cc1 (stereo unspecified),18*
O=C(CN1N=C(c2ccccc2)CCC1=O)NCCCN1CCc2ccccc2C1,i
C/C(=N\NC(=S)NCc1ccccc1)c1ccc(C(C)(C)C)cc1,2.3
COc1ccc(Cc2nnc(NC(=O)CSc3ccc(C)cc3)s2)cc1,0.2
O=C(NCc1ccc(F)cc1)c1ccc2c(c1)S(=O)(=O)c1ccccc1C2=O,0.2
CC1(C)O[C@@H]2[C@H](O1)[C@@H](COS(=O)(=O)O)O[C@H]2n1cnc2c(=O)[nH]cnc21,0.7
O=C(NCCN1CCOCC1)c1cc(Sc2cccc(Cl)c2)nc2ccccc12,i
COc1ccc(Nc2nnc(SCC(=O)/C=C3/N(C)c4ccccc4C3(C)C)s2)cc1,6.3
CSc1nc2[nH]ncc2c(=O)n1-c1ccccc1,0.2
CCOc1ccc(/C(O)=C2/C(=O)C(=O)N(CC3CCCO3)C2c2cccs2)cc1 (stereo unspecified),0.9
CN(C=[N+](C)C)c1cccc2c1C(=O)c1ccccc1C2=O,1.2
O=C(Nc1cccc(S(=O)(=O)N2CCCCC2)c1)c1ccc2c(=O)n3c(nc2c1)CCCCC3,0.2
O=C(Nc1ccc(C(=O)N2CCOCC2)cc1)Nc1cccc(Cl)c1,1.4
Cc1c(-c2ccccc2)nc2ccccc2c1C(=O)OCC(=O)Nc1ncc(C(F)(F)F)cc1Cl,i
O=C(CNC(=S)NC(=O)c1ccccc1)c1ccccc1,0.5
COc1ccc([N+](=O)[O-])cc1NC(=O)CSc1nc(C)c(C)c(C)n1,2.3
Cc1cccnc1NC(=O)CSc1nnc(COc2ccc(C(C)C)cc2)n1C,i
Cc1ccc(-n2c(SCC(=O)NCCN3C(=O)CSC3=O)nnc2-c2cccc(C)c2)cc1,0.4
CC(C)Oc1ccc(/C(O)=C2/C(=O)C(=O)N(CCN(C)C)C2c2cccs2)cc1 (stereo unspecified),0.2
O=C1CC(c2ccc(F)cc2)Sc2nc(C34CC5CC(CC(C5)C3)C4)nn21 (stereo unspecified),i
CN(CC(=O)Nc1ccc(S(=O)(=O)N2CCCC2)cc1)Cc1ccc(Cl)cc1,0.1
CC(=O)N1N=C(c2ccc(Cl)cc2)OC1(C)C,0.6
CCc1ccccc1N=C1S/C(=C/c2ccccc2OCC(=O)N2CCOCC2)C(=O)N1C,3.3
CC(OC(=O)c1ccc(S(=O)(=O)NCc2ccco2)cc1)C(=O)Nc1ccc(Cl)cn1 (stereo unspecified),0.6
COc1ccc(NC(=S)Nc2ccc(OCc3ccccc3)cc2)c(OC)c1,5.8
O=C1N(c2ccccc2)C(c2ccc(Cl)cc2)N2CCCN12 (stereo unspecified),0.4
Cc1ccc(C2(CCN)CCOC(C(C)C)C2)cc1 (stereo unspecified),7.7*
COc1ccc(CCC(C)Nc2ccc(F)c(F)c2)cc1 (stereo unspecified),0.2
O=c1c2ccccc2n2c(-c3cccc(Cl)c3)nnc2n1Cc1ccccc1,3.5
CS(=O)(=O)N(CC(=O)N1CCCC1)Cc1ccc(Cl)cc1,i
CC1=Nc2nc(N3CCCCC3)c(C#N)c3c4c(nc(c23)N1)N(c1ccc(C(C)C)cc1)C(=O)C4,0.4

# Another view of part of the listing above.
Cc1ccc(C(c2nnnn2C2CCCC2)N2CCc3ccccc32)cc1 (stereo unspecified)
  Dengue virus CPE: 18*

Cc1ccc(OCCOCCN(C)C)c(Cl)c1
  Dengue virus CPE: 0.3

# (more compounds)
SMILES,Dengue virus CPE
O=C(COC(=O)COc1ccc(Cl)cc1)Nc1ccc(F)c([N+](=O)[O-])c1,i
CC(C)CC(=O)NC(=S)Nc1cc(C(F)(F)F)ccc1N1CCOCC1,6.0
Cc1cc(C)n(CC(C)(O)c2ccccc2)n1 (stereo unspecified),1.2
O=C(Nc1ccc(Cl)c(C(F)(F)F)c1)C(=O)N1CCCCC1,1.3
COc1ccc2c(c1)-c1nc(/N=C/c3c(O)ccc4ccccc34)sc1CC2,2.5
Cc1ccc(C2=Nc3ccccc3N=C(c3ccc([N+](=O)[O-])cc3)C2)c(O)c1,2.5
O=C(COC(=O)c1ccccc1Cl)NC(=O)NCc1ccccc1,i
Cc1ccc(NC(=O)c2cncc(Br)c2)cc1S(=O)(=O)N(C)C,i
O=C(COC(=O)Cc1ccsc1)NC(c1ccccc1)c1ccccc1,i
Cc1cc(C)cc(C(=O)N2CCN=C2SCc2ccc([N+](=O)[O-])cc2)c1,1.1
Cc1cccc(C)c1Nc1nnc(SCC(=O)NC(=O)c2cccn2C)s1,i
COCCSc1ccccc1C(=O)Nc1ccc(Cl)cn1,0.1
CC(C)(C)c1ccccc1OCCOCCNCc1ccccc1,i
Cc1ccc(CNC(=O)/C=C/c2c(Cl)cccc2Cl)cc1,0.9
O=C(NCc1ccc(F)cc1)c1ccc(S(=O)(=O)Nc2cccc(C(F)(F)F)c2)cc1,5.0
Cc1nn(-c2cccc(C(F)(F)F)c2)c(Cl)c1/C=N/Nc1cccc(C(=O)O)c1,0.1
CCc1c(C)sc(NC(=O)/C=C/c2ccc3c(c2)OCO3)c1C(=O)OC,i
O=C(CCS(=O)(=O)c1ccc(Br)cc1)Nc1cc(F)ccc1F,0.3
O=C(O)CC1c2ccccc2C=Cc2ccccc21,0.6
Cc1ccc(NC(=O)C2CC(=O)N/C(=N/NC(=O)c3ccc(C)cc3)S2)cc1 (stereo unspecified),i
Cc1cc(C)cc(NC(=S)N2CCN(c3ccc(F)cc3)CC2)c1,0.4
CN(C)c1ccc(NS(=O)(=O)c2ccc(Cl)cc2)cc1,0.5
COc1ccc(C(CC(=O)O)NC(=O)COc2ccc(C)cc2)cc1OC (stereo unspecified),i
Cc1ccccc1OCCC(=O)Nc1ccc(Cl)cc1F,i
Cc1ccc(S(=O)(=O)NNC(=S)NC(=O)c2ccc([N+](=O)[O-])cc2)cc1,i
O=C(Nc1cccc(C(F)(F)F)c1)C(Sc1ncnc2ccccc12)c1ccccc1 (stereo unspecified),2.7
CC(NC(=S)Nc1ccccc1OC(F)F)C(C)(C)C (stereo unspecified),0.4
CN(C)c1ccc(N2C(=O)CC(Sc3ccccc3C(=O)O)C2=O)cc1 (stereo unspecified),i
Nc1ccc(C(=O)OCC(=O)N2c3ccccc3Sc3ccccc32)cc1[N+](=O)[O-],3.1
COC(=O)c1ccc(Oc2c(Cl)cccc2[N+](=O)[O-])cc1,0.6

# Retrieved by structure from the list above (two):
SMILES,Dengue virus CPE
Cc1ccccc1OCCC(=O)Nc1ccc(Cl)cc1F,i
CC(NC(=S)Nc1ccccc1OC(F)F)C(C)(C)C (stereo unspecified),0.4

# (continued)
SMILES,Dengue virus CPE
O=C(Nc1nc(-c2ccccc2)cs1)c1ccccc1NS(=O)(=O)c1ccc(F)cc1,0.7
COc1ccc(/C=N/N=C2/NC(=O)C(CC(=O)O)S2)cc1OCc1ccc(Cl)cc1Cl (stereo unspecified),0.0
CCN(CC)c1ccc(NC(=O)COc2ccccc2C)cc1S(=O)(=O)Nc1ccccc1OC,0.3
CC(C)CNC(=O)NC(=O)COC(=O)c1ccccc1Sc1ccc(C(F)(F)F)cc1[N+](=O)[O-],1.8
C#CCCC(=O)c1ccccc1/C=[N+](\[O-])c1ccccc1,i
CC1OC2(C)OC(=N)C1(C#N)C(C#N)(C#N)C2c1ccccc1 (stereo unspecified),i
C[C@@]12CCC3[C@@](CCC4[C@@]3(C)CCC[C@@]4(C)C(=O)N3CCOCC3)(CC1=O)C2 (stereo partly specified),0.3
COc1cccc(NC(=S)N2CCN(Cc3ccccc3)CC2)c1,1.0
COC(=O)C1=C(C)Nc2c(c(=O)n(C)c(=O)n2C)C1c1ccc(Cl)cc1 (stereo unspecified),0.5
CCc1nc(SCC(=O)c2cccc([N+](=O)[O-])c2)n[nH]1,1.3
O=C(CN1CC(c2ccccc2)CC1=O)N/N=C/c1cc(Br)ccc1O (stereo unspecified),i
O=[N+]([O-])c1cc(S(=O)(=O)N2CCCCC2)ccc1NCc1cccc(Cl)c1,0.9
COc1ccccc1N1CCN(C(=O)CCCN2C(=O)c3cccc4cccc(c34)C2=O)CC1,0.1
CCOc1ccc(/C=C/C(=O)NCc2ccccc2)cc1,i
O=C(CCCc1c[nH]c2ccccc12)Nc1ccc2ccccc2c1,2.5

# High-throughput results: PubChem, Southern Research Specialized Biocontainment Screening Center
